# Screens from PubChem.
# CHRM4 PAM – potentiates acetylcholine response at human M4 receptor | 0.4% of 360,000 active | CHO-K1 hM4/Gqi5, Fluo-8 calcium fluorescence, ACh EC20; 0% = ACh EC20, 100% = maximal ACh | AID 624126 | activation, % at 3 µM | P08173;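 active means activation above its plate's cutoff, the mean activation of sample wells plus 3 SD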; further: some results filed as inactive read as strong as hits
# Target sequence (P08173 whole entry, looked up): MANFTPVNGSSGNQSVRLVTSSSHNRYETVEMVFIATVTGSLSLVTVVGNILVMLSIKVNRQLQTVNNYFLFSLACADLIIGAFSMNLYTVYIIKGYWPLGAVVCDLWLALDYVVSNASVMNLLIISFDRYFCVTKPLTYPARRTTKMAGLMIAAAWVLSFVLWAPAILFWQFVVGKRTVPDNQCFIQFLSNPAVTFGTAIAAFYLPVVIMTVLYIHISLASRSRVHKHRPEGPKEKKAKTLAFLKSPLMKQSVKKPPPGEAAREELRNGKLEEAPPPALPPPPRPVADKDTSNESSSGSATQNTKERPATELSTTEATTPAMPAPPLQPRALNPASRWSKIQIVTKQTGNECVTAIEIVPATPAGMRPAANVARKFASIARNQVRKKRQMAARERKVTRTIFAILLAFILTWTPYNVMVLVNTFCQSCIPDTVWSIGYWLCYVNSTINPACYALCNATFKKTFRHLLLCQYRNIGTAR
# CHRM5 agonist – CHRM5 agonism in calcium assay; P08912; CHO-K1 hM5 cells, Fluo-8 calcium fluorescence; 0% DMSO wells, 100% maximal acetylcholine response; activation, % at 3 µM; 0.19% of 360,000 active; AID 624037;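 active means activation above the run's mean over test compounds plus 3 SD, cut at about 23% in these data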;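 further: signal is peak over basal fluorescence ratio across the kinetic read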
# CHRM4 antagonist – blocks acetylcholine activation of human M4 receptor. P08173. CHO-hM4 cells, ACh EC80, Fluo-8 calcium fluorescence. inhibition, % at 3 µM. 0.73% of 360,000 active;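 active means inhibition above its plate's cutoff, the mean inhibition of sample wells plus 3 SD, cut at about 27% in these data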;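 further: 0% = acetylcholine EC80 with DMSO and 100% = DMSO without agonist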
# CRFR2-BP ag – agonists of human CRF-binding protein/CRF-R2 receptor complex; HEK293 CRF-R2/CRF-BP, calcium dye fluorescence (FLIPR); percent of saturating CRF peptide response; activation, % at 13.2 µM; 0.46% of 350,000 active; AID 588473;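 active means activation of at least 50%, plus an integration ratio under a set limit after plate pattern correction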;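 further: plate controls were neutral control wells without compound for no effect and CRF at EC100 for full effect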
# M5 PAM – potentiates acetylcholine response at human M5 receptor | CHO-K1 hM5, Fluo-8 calcium, ACh EC20 PAM; 0% = ACh EC20, 100% = ACh EC100 | activation, % at 3 µM | 0.3% of 360,000 active | AID 624038;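 active means activation above the run cutoff, the mean activation of all test compounds plus 3 SD, cut at about 18% in these data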
#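 system = human M5 receptor in CHO-K1 cells | reagent = EC20 acetylcholine as agonist stimulus | compound dosing = single-point, 3 µM nominal | incubation = Fluo-8 loading 80 min at 37 °C plus 30 min room temperature | detection = Fluo-8 calcium dye fluorescence, kinetic read | benchmarks = low control EC20 acetylcholine (0%), high control EC100 acetylcholine (100%)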
# CHRM1 PAM – human CHRM1 positive allosteric modulation; P11229; CHO-K1 hM1, Fluo-8 calcium fluorescence, ACh EC20; 0% = ACh EC20, 100% = maximal ACh; activation, % at 3 µM; 0.088% of 360,000 active; in the data active means activation above about 19%, passing the limit was not always enough
# Target sequence (P11229 whole entry, looked up): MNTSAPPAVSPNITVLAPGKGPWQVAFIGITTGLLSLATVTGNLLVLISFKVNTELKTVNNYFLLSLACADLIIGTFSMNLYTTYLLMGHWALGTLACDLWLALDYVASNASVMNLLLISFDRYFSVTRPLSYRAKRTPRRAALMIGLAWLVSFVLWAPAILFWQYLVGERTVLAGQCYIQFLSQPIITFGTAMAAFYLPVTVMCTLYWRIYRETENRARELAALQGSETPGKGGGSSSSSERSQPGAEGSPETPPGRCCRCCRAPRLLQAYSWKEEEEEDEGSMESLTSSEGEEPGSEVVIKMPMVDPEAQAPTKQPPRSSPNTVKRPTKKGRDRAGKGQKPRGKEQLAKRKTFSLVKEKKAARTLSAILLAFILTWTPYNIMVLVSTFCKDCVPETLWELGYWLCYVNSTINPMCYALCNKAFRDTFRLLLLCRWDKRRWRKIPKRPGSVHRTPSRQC
# M5 antag – CHRM5 antagonism in calcium assay | 0.59% of 360,000 active | inhibition, % at 3 µM | CHO-hM5 cells, Fluo-8 calcium fluorescence, ACh EC80 | P08912;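 active means inhibition above a per-plate cutoff, the mean of that plate's test compounds plus 3 SD, cut at about 27% in these data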;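 further: 0% = acetylcholine EC80 with DMSO and 100% = DMSO without agonist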
# CRFBP-R2 block – CRF-BP/CRF-R2 complex antagonism; AID 588475; 0.59% of 350,000 active; inhibition, % at 11.8 µM; HEK293 CRF-R2/CRF-BP, CRF-induced calcium fluorescence;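 active means inhibition of the ligand-induced calcium signal above about 50% at the single tested concentration, limit read from the data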
# CHRM4 agonist – CHRM4 agonism in calcium assay; P08173; CHO-K1 hM4/Gqi5, Fluo-8 calcium fluorescence; vehicle 0%, full acetylcholine response 100%; activation, % at 3 µM; 0.14% of 360,000 active; AID 624127;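 active means activation above the run mean over all test wells plus 3 SD, cut at about 32% in these data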;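 further: peak over basal fluorescence ratio per well then scaled between controls; 0% = DMSO wells and 100% = acetylcholine at EC100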
# The depositor's hits bear a star; . = no result given.
SMILES,CHRM4 PAM,CHRM5 agonist,CHRM4 antagonist,CRFR2-BP ag,M5 PAM,CHRM1 PAM,M5 antag,CRFBP-R2 block,CHRM4 agonist
CC1(C(=O)Nc2ccc3[nH]ncc3c2)CCN1C(=O)C/C=C/c1ccccc1 (configuration not stated),3,-1,0,.,0,8,-6,.,5
CCC(=O)Nc1ccccc1N1CCN(S(C)(=O)=O)CC1,-5,1,4,-4.6,1,6,-3,4,0
CCOCCCn1c(SC(C(=O)Nc2cc(C)ccc2C)c2ccccc2)nnc1-c1ccc(Cl)cc1 (configuration not stated),8,-4,-10,-1.4,7,6,-7,14,-2
O=S(=O)(Cc1cccc(C(F)(F)F)c1)c1ncn[nH]1,-3,-2,7,-1.8,0,3,3,7,0
CC1CC(C)(C)NC(=S)N1CCCC(=O)Nc1ccc(F)c(F)c1 (configuration not stated),1,1,2,-3.8,0,4,6,-3,3
CC(C)C[C@@H](CNCC(=O)[C@H](C)NC(=O)c1[nH]cnc1C(=O)N[C@H](CN)CC(C)C)NC(=O)c1nc[nH]c1C(=O)N[C@@H](C)C(=O)O,5,1,-6,-1.9,7,9,-9,0,1
O=C(Nc1ccccc1)OCCNC(=O)c1ccccc1,8,1,3,-2.5,1,3,-7,10,2
CNC(=S)NNC(=O)c1oc2nc(-c3ccccc3)cc(-c3ccco3)c2c1N,1,1,2,0.8,-3,5,8,-5,4
O=C(CC1CCCC1)Nc1nnc(C2CC2)s1,1,0,-3,0.0,-15,6,-5,-50,0
S=C(Nc1ccccc1)Nc1cc(Cl)ccc1Oc1ccccc1,4,-4,4,-0.8,8,0,3,5,-2
OC(COc1ccccc1)CN1CCC(Cc2ccccc2)CC1 (configuration not stated),-12,-21,2,-0.6,-7,-7,-19,-4,4
Nc1nc(N2CCCCC2)nc(N(c2ccccc2)c2ccccc2)n1,-10,2,9,-2.3,-10,5,3,4,0
COc1cccc2sc(N(CCCN(C)C)C(=O)c3ccc(S(=O)(=O)N4CCCc5ccccc54)cc3)nc12,-7,-5,2,13,-4,-6,7,-21,5
COCCCn1nnnc1SCC(=O)N1CCCC1,0,-5,8,-0.3,0,0,3,11,0
Cc1ccc(C)c(/C(O)=C2\C(=O)C(=O)N(Cc3cccnc3)C2c2cccnc2)c1 (configuration not stated),1,0,0,-0.4,0,0,2,0,0

# Limited to CHRM5 agonist and M5 PAM, for some of the entries so far:
Molecule | CHRM5 agonist | M5 PAM
OC(COc1ccccc1)CN1CCC(Cc2ccccc2)CC1 (configuration not stated) | -21 | -7
Nc1nc(N2CCCCC2)nc(N(c2ccccc2)c2ccccc2)n1 | 2 | -10
COc1cccc2sc(N(CCCN(C)C)C(=O)c3ccc(S(=O)(=O)N4CCCc5ccccc54)cc3)nc12 | -5 | -4

# Further results
SMILES,CHRM4 PAM,CHRM5 agonist,CHRM4 antagonist,CRFR2-BP ag,M5 PAM,CHRM1 PAM,M5 antag,CRFBP-R2 block,CHRM4 agonist
Nc1ncnc2c1ncn2[C@@H]1O[C@H](CNC(=O)[C@@H]2CCN2)[C@@H](O)[C@H]1O,-1,1,-18,-1.8,-4,15,14,-1,0
Cc1ccccc1C(=O)N1CCC(C(N)=O)CC1,1,-1,-3,-0.1,-6,3,16,-6,0
O=C(O)CSc1nc2ccccc2o1,11,1,3,-0.5,7,12,-9,-2,1
Cc1cccc(C(=O)N[C@H](C(=O)OCC(=O)NC(=O)c2cccn2C)C(C)C)c1,3,0,-1,-1.3,2,9,4,10,1
C[n+]1cccc2c(Br)ccc([O-])c21,-4,0,9,-3.9,-2,-1,5,20,1
CCCCCC/C(=N\NS(C)(=O)=O)c1ccccc1,5,1,1,-1.4,6,11,-3,15,1
Cc1ccc(OCCn2cc(C=O)c3ccccc32)cc1,-2,-5,-5,-1.9,-7,-3,16,18,13
CCOC(=O)c1cc2c(=O)n3cccc(C)c3nc2n(Cc2ccco2)c1=NC(=O)c1cccnc1,-5,-1,6,18,15,-12,5,-7,2
O=C1Nc2ccccc2C1c1ncc(C(F)(F)F)cc1Cl (configuration not stated),0,-3,5,-0.6,-8,1,12,-5,0
Cc1c(OCc2ccccc2)c(=O)ccn1Cc1ccccc1,0,0,7,2.3,-2,0,4,18,2
CC(OC(=O)c1ccc2c(=O)n3c(nc2c1)CCCCC3)C(N)=O (configuration not stated),13,1,2,-0.4,-3,12,7,-10,0
COc1cccc2cc(C(=O)N(Cc3ccccc3)CC3CCCO3)c(=O)oc12 (configuration not stated),7,1,5,-1.1,-3,2,-5,6,4
Fc1cccc(Cc2c(-c3cccc(Cl)c3)nc3c4ccccc4ccn23)c1,-3,1,-1,.,-8,-3,-5,.,0
O=C(O)c1ccc2c(c1)OCCCO2,-4,8,6,5.4,5,8,-4,1,1
COc1ccc(C(=O)COC(=O)CCn2nnc(-c3cccs3)n2)cc1,16,2,6,-0.7,-3,11,4,-13,2
Cc1ccc(S(=O)(=O)N2CCc3ccccc3C2)cc1C,-15,-1,15,2.1,-13,-15,16,19,15
CC(=O)N(c1nnc(-c2ccc(C)cc2)s1)C1CCCC1,-6,-5,-10,0.5,-2,-1,0,-6,-1
CC1CCCCN1C(=O)COC(=O)c1ccc2ccccc2n1 (configuration not stated),3,1,4,1.7,6,11,6,-2,3
C=CCNC(=O)Cc1ccc(S(=O)(=O)N2CCOCC2)s1,2,4,-1,0.8,1,3,1,5,1
COc1ccccc1NS(=O)(=O)c1cccc(C(=O)NCc2ccco2)c1,0,1,12,-0.8,-4,2,-1,11,2
O=C(CSc1nc2ccsc2c(=O)n1Cc1ccccc1)NCC1CCCO1 (configuration not stated),-4,-3,-4,-0.1,9,5,-5,-4,2
c1ccc(CSc2nnc(SCc3ccccn3)s2)nc1,-2,3,2,-2.2,-1,1,0,5,2
COc1ccc(NC(=O)C2CCC2)cc1S(=O)(=O)N1CCOCC1,10,3,-1,0.7,6,13,-4,-9,1
Cc1ccc(-n2cnc(N)c2C(=O)c2cccc([N+](=O)[O-])c2)cc1,-11,-20,14,-1.0,-22,-4,16,-2,2
CCS(=O)(=O)c1ccc(O)c(N2C(=O)C3C4C=CC(C4)C3C2=O)c1 (configuration not stated),4,1,-6,1.0,1,11,-7,0,1
COc1ccccc1NC(=O)Nc1nc(CC(=O)Nc2ccc(F)c(F)c2)cs1,-8,4,4,0.2,-25,-10,17,10,21
COC(=O)c1[nH]c(=O)c2ccccc2c1OCc1ccccc1,-2,0,-1,0.1,-1,9,5,-4,1
COC(=O)C1=C(C(=O)OC)C2(OC1c1ccc(Br)cc1)C(=O)c1ccccc1C2=O (configuration not stated),-5,-3,-6,2.5,-5,5,-2,0,1
Cc1ccccc1NC(=O)CN1CCC(C(=O)c2ccc3c(c2)OCCO3)CC1,-10,-2,2,-1.2,-2,1,19,34,4
CN(C)S(=O)(=O)c1ccc(NC(=O)COc2ncnc3c2cnn3-c2ccccc2)cc1,6,-1,-2,-2.9,6,6,0,16,2

# An excerpt from above in order of number of heavy atoms, rising:
SMILES,CHRM4 PAM,CHRM5 agonist,CHRM4 antagonist,CRFR2-BP ag,M5 PAM,CHRM1 PAM,M5 antag,CRFBP-R2 block,CHRM4 agonist
O=C(O)c1ccc2c(c1)OCCCO2,-4,8,6,5.4,5,8,-4,1,1
O=C(Nc1ccccc1)OCCNC(=O)c1ccccc1,8,1,3,-2.5,1,3,-7,10,2
CNC(=S)NNC(=O)c1oc2nc(-c3ccccc3)cc(-c3ccco3)c2c1N,1,1,2,0.8,-3,5,8,-5,4

# Next part:
SMILES,CHRM4 PAM,CHRM5 agonist,CHRM4 antagonist,CRFR2-BP ag,M5 PAM,CHRM1 PAM,M5 antag,CRFBP-R2 block,CHRM4 agonist
CCN(CCNC(=O)C1CCN(S(=O)(=O)c2cccc3nsnc23)CC1)c1ccccc1,-11,-1,7,-2.6,-6,-5,2,14,3
Cc1ccc(Sc2ccc([N+](=O)[O-])cc2[N+](=O)[O-])nc1,-6,-5,1,0.7,-3,2,-1,-13,1
O=C(O)CCn1c(O)c(C=C2N=c3ccccc3=N2)sc1=S,-1,1,1,0.1,2,8,2,8,1
CCOc1ccc(C(=O)NCc2cccs2)cc1,-3,-8,-3,-0.1,-2,6,5,-3,0
O=C(CSc1nc2ccccc2c2c1CCCC2)N1CCOCC1,3,-4,-11,-0.1,2,12,2,-8,2
CCN(CC)S(=O)(=O)c1ccc(Cl)c(NC2=NCCCCC2)c1,0,-10,4,-1.8,8,8,5,-10,1
Cc1ccccc1CNC(=O)Nc1cccs1,4,-5,-10,19,5,6,-6,53*,1
COc1ccc(N(C)C(=O)Nc2ccc3nsnc3c2)cc1,-5,4,-5,1.6,-4,-1,1,-1,6
Cc1nc(N2CCOCC2)[nH]c(=O)c1C,-2,-2,3,-1.6,-2,10,2,-10,0
Cc1cccnc1NC(=O)c1ccc(S(=O)(=O)N2CCC(C)CC2)cc1,9,0,-4,2.5,1,11,3,6,1
Cc1ccc2nc(-c3ccc(SCC(=O)Nc4cc(C)on4)nc3)[nH]c2c1,1,-6,-2,2.3,-5,5,-4,-2,-1
Cc1c(C(=O)N2CCN(c3cccc(Cl)c3)CC2)cccc1[N+](=O)[O-],-6,0,-3,0.3,-5,-7,6,-24,11
CN(C(=O)c1ccc(OC2CCN(CCc3ccccc3)CC2)cc1)C1CCOCC1,-29,-18,14,-0.7,-6,-2,4,17,0
Cc1nc2ccc(NS(=O)(=O)c3ccc4c(c3)OCCO4)cc2s1,2,9,27*,1.1,-13,-6,25,3,11
COC(=O)C1CCN(C(=O)CSc2nnc(-c3ccncc3)o2)CC1,-2,-1,11,-0.4,0,2,2,-5,0
CC(C)COc1ccc(/C(O)=C2/C(=O)C(=O)N(CCN(C)C)C2c2ccncc2)cc1 (configuration not stated),6,-2,14,2.0,-1,10,2,-10,0
CC1(C(=O)NS(=O)(=O)c2ccc(F)cc2F)CCN1C(=O)Cc1cc(F)ccc1F (configuration not stated),3,1,0,.,-4,13,6,.,0
CCN1CCN(S(=O)(=O)c2ccc(-c3cc(C)no3)s2)CC1,1,-2,-3,-1.0,-6,4,10,10,3
Cc1nc(N2C(=O)C(=O)/C(=C(/O)c3ccccc3)C2c2ccco2)sc1C (configuration not stated),-2,-1,5,1.8,3,1,-1,-8,-1
CC(=O)Nc1cccc(NC(=O)CSc2nnnn2Cc2ccccc2)c1,6,-2,0,-0.6,2,-5,-1,-7,5
O=C(Nc1ccc(N2CCN(Cc3ccccc3F)CC2)cc1)c1ccccc1[N+](=O)[O-],-2,-6,-10,1.1,3,-7,-5,-1,10
CCN(CC)CCN(Cc1cc2cccc(C)c2[nH]c1=O)C(=S)Nc1ccccc1,-9,63*,4,-0.2,-31,2,58*,6,1
CC(=O)N1CCCc2cc(S(=O)(=O)N3CCc4ccccc4C3)ccc21,-7,-10,-4,-2.6,-8,-1,6,-7,4
C/C(=N/NC(=O)c1ccc2c(c1)OCO2)c1ccc(Br)s1,-2,-2,-1,0.1,7,11,-8,7,1
C=CCC[C@H](CCCCC)OC(=O)/C=C/[C@@H](O)[C@H](O)C[C@H](O)CC=C,2,0,-8,.,-2,.,4,.,-1
COc1cc(OC)c(C2N(c3ccccn3)C(=O)C3CCCN32)cc1OC (configuration not stated),0,-1,7,-0.8,0,10,0,5,1
Cc1ccc(S(=O)(=O)N(CC(=O)Nc2cc(C)ccc2C)C(=O)N2CCN(C)CC2)cc1,-1,-1,10,-0.2,1,8,9,2,0
CCOC(=O)c1sc(NC(=O)c2cc(S(=O)(=O)N3CCOCC3)ccc2C)nc1C,11,0,0,2.0,-5,-2,1,11,1
Cc1ccc(NC(=O)COC(=O)Cn2cnc3c2c(=O)n(C)c(=O)n3C)cc1,4,3,-15,4.5,-6,3,1,8,2
